Compound activity as filed in PubChem.
MazEF act: activators of E. coli MazEF toxin-antitoxin RNase, primary screen, biochemical, fluorescence, uHTS; Endoribonuclease toxin MazF (Escherichia coli (strain K12)), P0AE70; FAM/BHQ RNA-DNA oligo cleavage fluorescence, 5 h; activation, % at 20 µM; 350,000 compounds, 0.32% hits; in the data active = activation above about 50%
Target sequence (P0AE70 whole entry, looked up): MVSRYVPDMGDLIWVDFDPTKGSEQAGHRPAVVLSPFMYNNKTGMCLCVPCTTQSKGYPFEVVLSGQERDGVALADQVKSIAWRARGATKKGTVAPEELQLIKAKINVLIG
CCHF vOTU inh: CCHFV vOTU protease inhibitors, primary screen, biochemical, Pep-AMC substrate, fluorescence. Crimean-Congo hemorrhagic fever virus L polyprotein viral ovarian tumor (vOTU) protease …. 370,000 compounds, 0.55% hits. inhibition, % at 11.5 µM. AID 651958, 2012; in the data active = inhibition above about 30%; also: 0% = vehicle wells with enzyme and 100% = no enzyme wells
Rv3671c protease: Rv3671c serine protease inhibitors, primary screen, biochemical, fluorescence polarization, M. tuberculosis H37Rv; P9WHR9; inhibition, % at 5.96 µM; 320,000 compounds, 0.048% hits; in the data active = inhibition above about 38%;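 also: extracellular domain of Rv3671c used as enzyme; 0% = enzyme with DMSO and 100% = no enzyme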
PriA SSB inh: inhibitors of Klebsiella pneumoniae PriA binding to SSB C-terminal tail, primary screen, biochemical, AlphaScreen. PriA–SSB C-terminal tail interaction (Klebsiella pneumoniae). AlphaScreen SSBct-PriA binding, biotinylated peptide. inhibition, % at 33 µM. 430,000 compounds, 0.6% hits; in the data active = inhibition mostly above about 37%, no sharp cut-off; inactive = mostly below about 20%;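 also: plate controls were negative control peptide for no effect and reference peptide for full effect; strong numbers were not always called active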
BoNT-A LC inh2: BoNT/A light chain protease inhibitors, primary screen, biochemical, flow cytometry, MLPCN library. Botulinum neurotoxin type A light chain protease (Clostridium botulinum A str. ATCC 3502). multiplex microsphere protease substrate cleavage. inhibition, % at 10 µM. 360,000 compounds, 0.17% hits. AID 588499, 2011; also: plate controls were buffer without enzyme for full effect and enzyme alone for no effect
DUSP3 inh: VHR1 phosphatase inhibitors, primary screen, biochemical, absorbance, uHTS; inhibition, % at 13.3 µM; AID 1654, 2009; recombinant VHR phosphatase, pNPP absorbance; Dual specificity protein phosphatase 3 (Homo sapiens), P51452; 290,000 compounds, 0.52% hits; in the data active = inhibition above about 50%; also: some compounds called inactive have numbers as strong as hits
Target sequence (P51452 whole entry, looked up): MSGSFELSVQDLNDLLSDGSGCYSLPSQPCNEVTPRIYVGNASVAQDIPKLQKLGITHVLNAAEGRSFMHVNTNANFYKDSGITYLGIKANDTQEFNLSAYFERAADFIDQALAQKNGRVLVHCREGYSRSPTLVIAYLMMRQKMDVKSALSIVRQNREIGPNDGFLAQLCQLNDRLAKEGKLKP
PrPC TRFRET: inhibitors of human cell surface prion protein PrPC, primary screen, cell-based, TR-FRET; 370,000 compounds, 0.43% hits; TR-FRET read-out; Major prion protein (Homo sapiens), P04156; inhibition, % at 13.8 µM; in the data active = inhibition above about 24%; also: 0% = median of the test wells and 100% = reference compound wells
SARS 3CLpro inh: SARS-CoV 3CLpro protease inhibitors, primary screen, biochemical, quenched FRET; 290,000 compounds, 0.14% hits; Replicase polyprotein 1ab (Severe acute respiratory syndrome coronavirus), P0C6X7; recombinant SARS-CoV 3CLpro, quenched FRET peptide cleavage; AID 1706, 2009; inhibition, % at 6 µM; in the data active = inhibition above about 12%
BoNT F protease: BoNT/F light chain protease inhibitors, primary screen, biochemical, flow cytometry, MLPCN library | Botulinum neurotoxin type F light chain protease (Clostridium botulinum) | Multiplex microsphere protease cleavage assay | inhibition, % at 10 µM | 360,000 compounds, 0.22% hits; in the data active = inhibition above about 35%, passing the limit was not always enough; inconclusive = no clear call, values can overlap the other calls; also: plate controls were buffer without enzyme for full effect and enzyme alone for no effect
Anthrax LF prot: Bacillus anthracis LF protease inhibitors, primary screen, biochemical, multiplex microsphere, MLPCN library; 360,000 compounds, 0.12% hits; AID 588501, 2011; multiplex microsphere protease cleavage assay; Lethal factor (Bacillus anthracis), P15917; inhibition, % at 10 µM; also: plate controls were buffer without enzyme for full effect and enzyme alone for no effect
Target sequence (P15917 whole entry, looked up): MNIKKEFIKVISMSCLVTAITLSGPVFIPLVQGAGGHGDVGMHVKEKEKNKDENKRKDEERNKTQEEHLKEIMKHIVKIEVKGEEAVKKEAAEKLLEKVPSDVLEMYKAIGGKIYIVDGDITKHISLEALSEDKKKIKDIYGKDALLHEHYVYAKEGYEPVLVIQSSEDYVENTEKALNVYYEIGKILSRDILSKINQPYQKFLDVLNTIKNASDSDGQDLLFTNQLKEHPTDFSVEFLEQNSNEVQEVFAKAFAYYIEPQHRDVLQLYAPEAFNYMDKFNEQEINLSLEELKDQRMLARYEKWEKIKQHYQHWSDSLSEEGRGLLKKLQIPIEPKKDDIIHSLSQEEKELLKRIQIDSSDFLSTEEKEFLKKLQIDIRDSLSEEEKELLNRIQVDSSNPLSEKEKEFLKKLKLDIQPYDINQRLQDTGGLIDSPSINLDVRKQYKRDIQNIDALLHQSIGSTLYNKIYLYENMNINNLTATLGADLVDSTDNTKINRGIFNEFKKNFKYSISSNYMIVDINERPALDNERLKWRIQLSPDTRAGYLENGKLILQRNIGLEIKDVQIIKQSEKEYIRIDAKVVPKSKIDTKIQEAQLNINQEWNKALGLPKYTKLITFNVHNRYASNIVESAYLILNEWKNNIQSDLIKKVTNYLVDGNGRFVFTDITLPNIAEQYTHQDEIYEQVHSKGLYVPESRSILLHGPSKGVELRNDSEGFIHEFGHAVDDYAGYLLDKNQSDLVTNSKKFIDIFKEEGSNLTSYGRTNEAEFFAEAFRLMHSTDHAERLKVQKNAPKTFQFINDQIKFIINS
* hit, by the source's call; i = inactive; ? = inconclusive; . = no result given; & = joins results of further samples. Rule as the data show it, unless noted: active = inhibition above about 30%; inconclusive = no clear call, values can overlap the other calls; inactive = below that. The list is partial. The share of hits here may be higher or lower than overall.

Molecule	MazEF act	CCHF vOTU inh	Rv3671c protease	PriA SSB inh	BoNT-A LC inh2	DUSP3 inh	PrPC TRFRET	SARS 3CLpro inh	BoNT F protease	Anthrax LF prot
Cn1nnnc1SCC(=O)Nc1ccc(Cl)cn1	0	6	6	-12	1.5	6	-5	1	11	0
CC[n+]1c(C)sc2c(C)cc(C)cc21	5	10	3	-23	7.6	-5	1	-2	-20	8
NC(=O)CC(NC(=O)c1cccc(Br)c1)c1ccc(NC2CCC2)c([N+](=O)[O-])c1 (configuration not stated)	2	7	10	9	-0.1	1	-5	8	-1	-6
O=C(CCC1N=C2c3ccccc3N=C(SCC(=O)NCC3CCCO3)N2C1=O)NCc1ccc(F)cc1 (configuration not stated)	-11	-25	-4	-14	-1.4	-26	6	-3	4	0
O=C(NCc1ccncc1)c1ccc(S(=O)(=O)Nc2ccccc2)cc1	-1	0	6	-1	2.0	.	0	.	-6	3
Cc1c(C)c2c(OCC(=O)N3CCC(C(=O)O)CC3)cc3c(c2oc1=O)CCC(C)(C)O3	-5	.	5	-1	-0.5	29	.	5	-6	0
COC(=O)C1=C(C)N(Cc2ccccc2)C(=NCCc2c[nH]c3ccccc23)N[C@H]1c1ccccc1	-13	.	0	47*	0.6	.	.	.	-15	-1
NS(=O)(=O)c1ccc(CNC(=O)/C=C/c2ccccc2[N+](=O)[O-])cc1	8	-3	-5	-9	-1.0	-17	-26	1	-2	-6
Cc1cccc(N2C(=O)CN=C2Nc2nc(C)cc(C)n2)c1	6	2	1	-27	-0.9	10	-3	-6	-13	-5
Cc1ccc(NC(=O)c2sc3nc(N)c(C#N)cc3c2N)cc1	26	9	-24	0	0.4	27	30*	-5	-7	-1
Cc1ccc2[nH]cc(CCNC(=O)c3cccnc3)c2c1	1	14	-5	3	0.8	-2	-2	2	7	0
CCOC(=O)c1c(C)n(CCO)c2ccc(O)cc12	3	6	-2	-2	0.4	4	-1	2	8	-2
CC1(C(=O)NC2CCCCCC2)CCC(=O)N1Cc1ccc2c(c1)OCO2 (configuration not stated)	3	-4	-6	-13	0.2	14	1	-11	-4	-6
CCn1c(SCC(=O)NCC2CCCO2)nc2c(c1=O)SC(C)C2 (configuration not stated)	5	-6	5	-8	-1.0	16	-2	2	-10	-12
CC(C(=O)c1ccc(-c2ccccc2)cc1)[n+]1cccc(Br)c1 (configuration not stated)	1	-4	2	6	0.0	-22	-4	0	-24	-13
Cc1ccc(-n2nnnc2SCC(=O)c2c(N)n(CC(C)C)c(=O)n(C)c2=O)cc1	-2	-4	1	14	0.0	-4	3	-2	-2	1
CC(=O)Nc1cccc2c1C(=O)N(c1ccccc1C)C2=O	-5	-12	-1	-3	0.7	24	-5	1	3	0
CSc1nc2c(c(=O)[nH]c(=O)n2C)n1Cc1ccccc1	1	3	-1	-11	2.1	1	4	-6	?	-8
C=CCc1ccc(OCCOc2cccc(/C=N/n3cnnc3)c2)c(OC)c1	-10	6	-9	.	1.3	.	2	3	-2	4
O=C(COc1cccc2ccccc12)NNC(=O)c1cnccn1	-10	-13	5	-4	0.9	-2	1	5	6	-1
O=C1C(=O)N(CNc2ccccn2)c2ccccc21	4	5	-8	1&-10	-1.4	11	1	2	32	-3
CN1CC(c2ccc(C#N)cc2)C2(COc3ccccc3C2=O)C12C(=O)Nc1ccccc12 (configuration not stated)	4	3	2	17	5.5	5	0	0	8	-7
Nc1[nH]c(C(=O)c2ccc(Br)cc2)c(-c2ccc(Br)cc2)c1C(=O)NCCc1c[nH]c2ccccc12	.	2	.	.	0.9	.	11	.	5	0
Cc1ccccc1OCc1n[nH]c(=S)n1Cc1ccccc1	0	6	1	0	0.2	-12	0	6	-1	1
Cc1ccc(C(=O)NC(C)c2ccc(S(N)(=O)=O)cc2)s1 (configuration not stated)	5	-3	4	-2	-1.3	-3	-3	2	-11	-7
C#CCNc1ccc([N+](=O)[O-])cc1	1	-2	-2	2	-0.4	-3	-5	2	-4	-1
N#Cc1c(/N=C/c2cccs2)sc2c1CCC2	3	9	2	.	-0.8	10	1	-2	-14	-5
COc1ccccc1N(C(C)=O)c1nc(C)cc(C)c1C#N	3	5	0	-14	-0.6	26	5	4	-28	-2
O=C(NC1CC1)c1ccc(-c2cnc3cccnn23)cc1	.	-197	.	.	-0.1	.	-17	.	-5	8
CCCc1cc(=O)[nH]c(SCC(=O)N2CCN(S(=O)(=O)c3ccc(Cl)cc3)CC2)n1	-5	-1	2	-2	-0.6	5	4	1	-4	0
Cc1nnsc1Sc1cccc(C(F)(F)F)c1	-6	.	7	-15	-1.2	-7	.	-1	-12	-1
Cc1ccc(-c2nn(Cc3ccccc3)cc2C=O)cc1C	-10	13	3	-48	-0.7	2	-4	0	-8	1
CCn1c(SCc2ccccc2Cl)nc2ccccc21	4	1	5	-63	-0.3	5	4	0	-12	0
CSCCC(NC(=O)c1ccccc1)C(=O)N1CCN(C(C)=O)CC1 (configuration not stated)	-3	4	-4	-9	-0.8	.	3	.	-10	-12
C=CCNS(=O)(=O)c1ccc(OCC(=O)OCC)cc1	6	-9	-11	-1	0.3	-5	-5	-4	-6	-2
COc1cc2c(cc1OC)/C(=C/C(=O)c1ccc(F)cc1)NCC2	2	-31	-2	.	-0.7	2	1	2	-2	0
CC(C)Cn1cnc2c(c(-c3ccccc3)c(-c3ccccc3)n2Cc2ccco2)c1=N	22	12	-7	15	-0.2	3	-6	1	6	-2
CCC1(c2ccccc2)NC(=O)N(CC(=O)Nc2ccc(S(N)(=O)=O)cc2)C1=O (configuration not stated)	-1	1	-7	-6	-1.6	17	2	-3	9	13
CC(C)C(=O)Nc1ccc2oc(-c3cc(F)c(F)cc3Cl)nc2c1	17	9	-8	-27	-1.0	40	-5	0	0	1
CCOC(=O)C1CCN(C(=O)CCNS(=O)(=O)c2cc(Br)cnc2N)CC1	8	3	5	-10	3.6	7	1	0	3	2
Cn1c(C(=O)O)c(CC(=O)N2CCN(Cc3ccccc3)CC2)c2ccccc21	0	9	0	-13	-0.3	-6	-3	4	7	-2
COc1ccc(/C=N/NC(=O)CCn2nc(C)cc2C)cc1O	3	4	2	i	-0.6	8	1	1	-7	5
O=C(O)c1cc(NC(=O)c2ccc([N+](=O)[O-])cc2)cc(NC(=O)c2ccc([N+](=O)[O-])cc2)c1	8	-3	4	-10	-1.6	22	-6	5	12	8
Cc1nc(SCC(=O)NCC2COc3ccccc3O2)c2c(C)c(C)sc2n1 (configuration not stated)	-1	-4	.	-5	-2.2	.	-1	.	15	-2
COC(=O)[C@@]1(Cc2ccccc2)[C@H]2C(=O)N(C)C(=O)[C@H]2[C@H]2CN=C(SCc3ccc(C#N)cc3)N21	2	14	.	-5	0.0	.	0	.	-6	1
COC(=O)CSC1=C(C#N)C(c2ccccc2)CC(=O)N1 (configuration not stated)	10	-26	2	6	0.9	6	-2	2	-6	2
O=C1NC(c2ccc3c(c2)OCO3)Nc2ccccc21 (configuration not stated)	0	-45	-2	-21	-0.8	13	7	-3	-17	-2
O=C(NCCCNC(=O)c1cnccn1)c1ccc(Cl)c(Cl)c1	5	-3	-2	-2	-1.3	-8	-2	-3	-6	-7
CCc1nc2ccc(C(=O)N3CCN(C(C)=O)CC3)cn2c1N(C=O)Cc1ccc(OC)cc1	.	-3	.	.	-0.3	.	-1	.	6	-1
O=C(CN1CCN(c2ncccn2)CC1)N1CCc2ccccc21	2	-5	-6	6	-0.4	28	-5	-3	4	-2
CCOC(=O)C(=O)Nc1sc(C(=O)N(CC)CC)c(C)c1C#N	-5	2	-6	2	-1.5	26	6	0	-1	-1
N#Cc1c(-c2ccc(Cl)cc2)c(-c2ccc(Cl)cc2)nn(CCOC(=O)CCC(=O)O)c1=O	0	-5	.	2	-0.6	.	-29	.	-21	-10
COc1cc(NC(=O)COC(=O)CNS(=O)(=O)c2ccc(F)c(F)c2F)cc(OC)c1	0	-1	-7	-7	0.0	8	7	-1	-2	2
CCN(Cc1cc2cc(C)ccc2[nH]c1=O)S(=O)(=O)c1ccccc1	2	4	2	2	-1.9	19	-1	5	-8	-1
Cn1c(-c2ccc[nH]c2=O)nc2cc(Cl)ccc21	5	-51	0	-8	0.4	21	-4	2	5	-2
Cc1ccc(S(=O)(=O)N2CCN(S(=O)(=O)N(C)C)CC2)cc1	-13	9	-4	-2&-10	0.0	-4	-3	1	-3	-6
N#Cc1nc(-c2ccco2)oc1NCc1ccco1	1	-18	-5	10	-0.4	1	3	3	-7	-5
Cc1cc(CNC(=O)C2CCC(=O)N(CCc3cccc(F)c3)C2)nn1C (configuration not stated)	4	2	.	-18	4.8	13	-2	-5	8	-2
C[C@H]1COC[C@@H](C/C=C/c2ccccc2)N1c1ccccc1	0	7	.	.	-0.3	.	2	.	-4	-1
O=C1CC(N2CCSCC2)C(=O)N1c1ccc(Br)cc1 (configuration not stated)	4	-1	-4	1	-0.5	13	-6	4	-1	-4

Part of the list above, with each value named.
> CCN(Cc1cc2cc(C)ccc2[nH]c1=O)S(=O)(=O)c1ccccc1
  MazEF act: 2
  CCHF vOTU inh: 4
  Rv3671c protease: 2
  PriA SSB inh: 2
  BoNT-A LC inh2: -1.9
  DUSP3 inh: 19
  PrPC TRFRET: -1
  SARS 3CLpro inh: 5
  BoNT F protease: -8
  Anthrax LF prot: -1

> O=C1CC(N2CCSCC2)C(=O)N1c1ccc(Br)cc1 (configuration not stated)
  MazEF act: 4
  CCHF vOTU inh: -1
  Rv3671c protease: -4
  PriA SSB inh: 1
  BoNT-A LC inh2: -0.5
  DUSP3 inh: 13
  PrPC TRFRET: -6
  SARS 3CLpro inh: 4
  BoNT F protease: -1
  Anthrax LF prot: -4

Further structures
Molecule	MazEF act	CCHF vOTU inh	Rv3671c protease	PriA SSB inh	BoNT-A LC inh2	DUSP3 inh	PrPC TRFRET	SARS 3CLpro inh	BoNT F protease	Anthrax LF prot
O=C(c1cn(CC2CCCCC2)nn1)N1CCN(c2ccc(F)cc2)CC1	6	14	-1	6	-0.4	-6	-4	1	-5	3
COC(=O)CCCC1=CC2=CC(=O)C(C)(OC(=O)c3cccs3)C(=O)C2=CN1CC(C)C (configuration not stated)	4	12	-9	-17	0.2	19	-17	.	-6	-7
CC(C)(C)C(=O)Nc1ccc(NC(=O)C(C)(C)C)cc1	3	2	-5	-3	-0.8	5	-4	-1	0	-3
Cc1ccc(-n2ncc3c2CCCC3NC(=O)c2ccoc2)cc1C (configuration not stated)	-1	-3	-7	7	1.8	28	5	-6	0	-1
O=C(NN1CCOCC1)c1ccc(Cl)cc1Cl	5	6	3	2	-1.1	.	2	.	-6	3
Cc1nc(COc2cccc(Cl)c2)sc1C(=O)/C=C/N(C)C	7	-6	-7	-3	-0.1	-8	5	1	0	-3
Cn1cc(/C=N/NC(N)=S)c2ccccc21	10	14	13	.	-0.8	0	8	5	-6	-1
Cc1ccc(SCCC(=O)OCC(=O)NCC2CCCCC2)cc1	-32	5	-5	-10	0.6	18	7	7	0	1
CC1C(=O)N(Cc2cn(Cc3ccco3)nn2)CCS(=O)(=O)N1Cc1ccc(-c2ccncc2)cc1 (configuration not stated)	2	1	.	.	-0.3	.	-7	.	-4	-5
